Bioassay records as filed in PubChem BioAssay.
FadD28 FP inh: blocks FadD28 binding to the bisubstrate probe; fluorescence polarization; inhibition, % at 12.5 µM; hit rate 0.22% among 360,000; AID 588549; in the data active = inhibition above about 8.5%, passing the limit was not always enough; inconclusive = no clear call, values can overlap the other calls
Mtb FBA inh: Mtb fructose-bisphosphate aldolase inhibition; inhibition, % at 1 µM; P9WQA3; purified M. tuberculosis FBA, fluorescence read-out; hit rate 2.3% among 360,000; in the data active = inhibition above about 27%;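 also: 0% = vehicle and 100% = reference inhibitor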
PrPC TRFRET: reduces human prion protein on the cell surface; P04156; cell surface PrPC, TR-FRET read-out; inhibition, % at 13.8 µM; hit rate 0.43% among 370,000; in the data active = inhibition above about 24%; also: 0% = median of the test wells and 100% = reference compound wells
MazF activator: increases E. coli MazEF RNase cleavage of RNA; P0AE70; FAM/BHQ RNA-DNA oligo cleavage fluorescence, 5 h; activation, % at 20 µM; hit rate 0.32% among 350,000; AID 504720; in the data active = activation above about 50%
Target sequence (P0AE70 whole entry, looked up): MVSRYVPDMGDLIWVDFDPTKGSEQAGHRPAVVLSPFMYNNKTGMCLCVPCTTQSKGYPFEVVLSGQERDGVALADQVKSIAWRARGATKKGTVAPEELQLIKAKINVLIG
GDH-TPI inh: counter-screen for M. tuberculosis FBA inhibitors: GDH-TPI coupled enzymes. GDH-TPI coupled enzyme counterscreen, NADH absorbance. inhibition, % at 4.8 µM. hit rate 1.2% among 360,000. AID 588335; in the data active = inhibition above about 30%;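 also: 0% = DMSO wells and 100% = wells lacking the enzyme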
Rv3671c inh: inhibitors of M. tuberculosis serine protease Rv3671c; P9WHR9; inhibition, % at 5.96 µM; hit rate 0.048% among 320,000; AID 2606; in the data active = inhibition above about 38%;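 also: extracellular domain of Rv3671c used as enzyme; 0% = enzyme with DMSO and 100% = no enzyme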
BoNT F protease: inhibitors of Botulinum neurotoxin F light chain protease; AID 588497; Multiplex microsphere protease cleavage assay, flow cytometry; hit rate 0.22% among 360,000; inhibition, % at 10 µM; in the data active = inhibition above about 35%, passing the limit was not always enough; inconclusive = no clear call, values can overlap the other calls; also: plate controls were buffer without enzyme for full effect and enzyme alone for no effect
Mtb UGM inh: Mtb UDP-galactopyranose mutase inhibition; inhibition, % at 10 µM; purified UGM, fluorescence polarization probe displacement; P9WIQ1; hit rate 0.06% among 320,000; in the data active = inhibition above about 10%, passing the limit was not always enough; inconclusive = no clear call, values can overlap the other calls
Target sequence (P9WIQ1 whole entry, looked up): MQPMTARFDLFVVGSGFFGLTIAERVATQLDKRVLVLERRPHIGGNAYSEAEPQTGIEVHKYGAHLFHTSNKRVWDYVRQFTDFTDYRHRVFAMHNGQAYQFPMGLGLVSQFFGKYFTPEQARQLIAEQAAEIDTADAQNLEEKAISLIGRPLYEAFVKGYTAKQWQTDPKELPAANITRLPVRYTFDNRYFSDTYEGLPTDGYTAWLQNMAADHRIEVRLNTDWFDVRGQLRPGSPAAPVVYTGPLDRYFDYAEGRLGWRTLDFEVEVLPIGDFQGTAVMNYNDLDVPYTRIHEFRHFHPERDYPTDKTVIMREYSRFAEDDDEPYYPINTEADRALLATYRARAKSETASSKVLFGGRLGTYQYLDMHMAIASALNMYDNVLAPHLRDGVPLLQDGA
BioA inh: blocks M. tuberculosis BioA enzyme activity; purified M. tuberculosis BioA enzyme, plate reader; hit rate 0.096% among 360,000; inhibition, % at 9.99 µM; in the data active = inhibition above about 40%; inconclusive = no clear call, values can overlap the other calls
Starred values were filed as active, the others as inactive; ? = inconclusive; · = not tested or not shown.

Letters – A = FadD28 FP inh; B = Mtb FBA inh; C = PrPC TRFRET; D = MazF activator; E = GDH-TPI inh; F = Rv3671c inh; G = BoNT F protease; H = Mtb UGM inh; I = BioA inh
Cc1[nH]c2ccccc2c1C(c1ccncc1)N1CCN(c2ccccc2F)CC1 (stereo not given)
  A: -4.1 | B: -4 | C: -1 | D: -2 | E: -2 | F: 3 | G: -2 | H: -1.7 | I: ·

COC(=O)c1ccc2nc(-c3ccc(C)cc3)c(Cc3ccsc3)n2c1
  A: -6.2 | B: 16 | C: 2 | D: · | E: · | F: · | G: -11 | H: · | I: -1.9

CCNC(=O)C1(C)CCN(C(=O)c2ccc(C)c(F)c2)C1 (stereo not given)
  A: -4.4 | B: -4 | C: -7 | D: · | E: -6 | F: · | G: 2 | H: · | I: 0.7

CC(C)CSc1nc2ccccc2[nH]1
  A: 0.1 | B: 0 | C: 4 | D: 4 | E: -3 | F: 9 | G: 3 | H: 1.7 | I: ·

CC(=O)c1cccc(NC(=O)CC(C)n2ccnc2)c1 (stereo not given)
  A: -0.8 | B: 3 | C: 7 | D: -7 | E: 7 | F: 3 | G: -5 | H: 0.1 | I: 0.1

CCN(CC)CCNS(=O)(=O)c1ccc(C(=O)NN)cc1
  A: -3.4 | B: -4 | C: 5 | D: 4 | E: 7 | F: 7 | G: -3 | H: -0.9 | I: ·

CCNC(=O)N1c2ccc(OCC)cc2C(C)=CC1(C)C
  A: 0.5 | B: 13 | C: -9 | D: 2 | E: 11 | F: -12 | G: -11 | H: 0.2 | I: -1.3

CN(CC(=O)Oc1ccc(-c2nnco2)cc1)S(=O)(=O)c1ccc(F)cc1
  A: -3.9 | B: 0 | C: -2 | D: 1 | E: -2 | F: -6 | G: 4 | H: -0.1 | I: -0.5

CN(c1ccccc1)S(=O)(=O)c1ccc(NC(=O)CC(=O)c2ccccc2)cc1
  A: 25* | B: -4 | C: -2 | D: 23 | E: 10 | F: · | G: 6 | H: · | I: ·

CCS(=O)(=O)c1nc(S(=O)(=O)c2ccc(C)cc2)c(NCCCN2CCCC2=O)s1
  A: -2.3 | B: 3 | C: 1 | D: 7 | E: 8 | F: 3 | G: 0 | H: 0.7 | I: 1.2

CC(=O)N1CCC(Nc2ccc(C)cc2)CC1
  A: -1.8 | B: 2 | C: 0 | D: 6 | E: -5 | F: -6 | G: -5 | H: 3.2 | I: 0.8

O=C(O)c1cn(C2CC2)c2cc(N3CCN(S(=O)(=O)c4ccc5c(c4)OCCO5)CC3)c(F)cc2c1=O
  A: -0.2 | B: 3 | C: 11 | D: 9 | E: 0 | F: 5 | G: -1 | H: 1.2 | I: -0.3

COc1ccc(C2CC(C)(c3ccc(OC)cc3OC)Nc3ccccc3N2)c(OC)c1 (stereo not given)
  A: -1.9 | B: 2 | C: 9 | D: 1 | E: 5 | F: 3 | G: 3 | H: -1.0 | I: ·

COc1cc(NS(=O)(=O)c2ccc(NC(=S)NC(=O)c3ccc(F)cc3)cc2)nc(OC)n1
  A: -0.4 | B: -4 | C: -4 | D: 6 | E: -3 | F: 0 | G: -1 | H: 0.3 | I: -1.7

COc1cc(NC(=O)c2ccc(C)cc2)c(OC)cc1NC(=O)CN1CCOCC1
  A: -1.8 | B: 5 | C: -4 | D: 5 | E: 9 | F: 0 | G: 5 | H: 1.6 | I: ·

COC(=O)c1ccc(Cn2c(C)c(C(=O)NCc3ccco3)sc2=O)o1
  A: 0.3 | B: 3 | C: -2 | D: · | E: 15 | F: · | G: 4 | H: · | I: 0.4

Cc1ccc(S(=O)(=O)N2CCC(C(=O)NC3CC(C)(C)NC(C)(C)C3)CC2)cc1
  A: -1.3 | B: 1 | C: -5 | D: -5 | E: 4 | F: -2 | G: -5 | H: 1.0 | I: -0.4

O=C(CSCC(=O)OCn1nnc2ccccc2c1=O)Nc1ccc(Cl)cc1
  A: -1.0 | B: 1 | C: -4 | D: -4 | E: 5 | F: 0 | G: 3 | H: -1.2 | I: -1.4

C/C(CCC(C)C)=N\NC(=S)NCc1ccccc1
  A: -1.1 | B: -1 | C: 5 | D: -2 | E: 3 | F: -4 | G: -5 | H: 0.0 | I: ·

CCCCn1nnc(NC(=O)c2cc3ccccc3o2)n1
  A: -0.2 | B: 0 | C: 7 | D: 5 | E: 4 | F: 9 | G: 3 | H: -2.2 | I: -0.2

Whole records as entered above. Values in the order: FadD28 FP inh, Mtb FBA inh, PrPC TRFRET, MazF activator, GDH-TPI inh, Rv3671c inh, BoNT F protease, Mtb UGM inh, BioA inh
COc1ccc(C2CC(C)(c3ccc(OC)cc3OC)Nc3ccccc3N2)c(OC)c1 (stereo not given) reads -1.9, 2, 9, 1, 5, 3, 3, -1.0, ·
CCCCn1nnc(NC(=O)c2cc3ccccc3o2)n1 reads -0.2, 0, 7, 5, 4, 9, 3, -2.2, -0.2

(listing goes on)
Screens in order: FadD28 FP inh	Mtb FBA inh	PrPC TRFRET	MazF activator	GDH-TPI inh	Rv3671c inh	BoNT F protease	Mtb UGM inh	BioA inh
- COc1ccc(S(=O)(=O)N2CCOCC2)cc1NC(=O)c1cccc(Cl)c1
 : -1.1	4	5	-10	-2	-4	3	-2.2	0.0
- CN(C)N=Nc1nc2c([nH]1)c(=O)n(C)c(=O)n2C
 : -1.8	-1	1	-13	19	8	2	-5.7	-1.4
- CC(C#Cc1ccc2c(c1)COc1c3ccccc3nn1-2)OC(C)(C)C (stereo not given)
 : 1.9	4	2	7	0	-6	-9	2.8	-0.7
- Cc1cc(Cl)ccc1N(CC(=O)NCc1ccccc1)S(C)(=O)=O
 : -1.6	6	-5	8	-11	1	?	1.4	-2.4
- COc1ccc(CCNC(=S)NC(=O)c2c(-c3ccccc3Cl)noc2C)cc1OC
 : -2.0	0	7	4	18	8	-9	-0.2	-0.8
- COc1ccc(C2NC(=O)NC(O)(C(F)(F)F)C2C(=O)c2ccc(C)cc2)cc1 (stereo not given)
 : -0.2	1	3	4	7	11	-12	-1.3	-3.3
- Cc1ccccc1NC(=O)CSc1nc(=O)n(CCN2CCOCC2)c2c1CCCC2
 : -3.0	-3	5	3	3	-3	6	0.8	1.5
- CCN1CCN(C(=O)CCc2nnc(CCc3ccccc3OC)o2)[C@@H](C)C1=O
 : -2.1	-2	-2	1	5	-2	1	0.5	7.5
- CC(=O)NCCOc1nc(N(C)C)nc(N2CCOCC2)n1
 : -0.5	1	-7	-2	-2	-6	-16	3.3	0.3
- O=C(Nc1cccc(C(F)(F)F)c1)C1Cc2c(-c3ccco3)ccnc2O1 (stereo not given)
 : -4.0	-1	12	·	-7	·	-4	·	0.4
- CCc1ccc2[nH]cc(C(=O)OCCOC)c(=O)c2c1
 : -1.5	3	-1	4	4	3	·	0.7	0.6

Structures from the list above that have an aryl methoxy group (seven):
Screens in order: FadD28 FP inh	Mtb FBA inh	PrPC TRFRET	MazF activator	GDH-TPI inh	Rv3671c inh	BoNT F protease	Mtb UGM inh	BioA inh
- COc1ccc(C2CC(C)(c3ccc(OC)cc3OC)Nc3ccccc3N2)c(OC)c1 (stereo not given)
 : -1.9	2	9	1	5	3	3	-1.0	·
- COc1cc(NS(=O)(=O)c2ccc(NC(=S)NC(=O)c3ccc(F)cc3)cc2)nc(OC)n1
 : -0.4	-4	-4	6	-3	0	-1	0.3	-1.7
- COc1cc(NC(=O)c2ccc(C)cc2)c(OC)cc1NC(=O)CN1CCOCC1
 : -1.8	5	-4	5	9	0	5	1.6	·
- COc1ccc(S(=O)(=O)N2CCOCC2)cc1NC(=O)c1cccc(Cl)c1
 : -1.1	4	5	-10	-2	-4	3	-2.2	0.0
- COc1ccc(CCNC(=S)NC(=O)c2c(-c3ccccc3Cl)noc2C)cc1OC
 : -2.0	0	7	4	18	8	-9	-0.2	-0.8
- COc1ccc(C2NC(=O)NC(O)(C(F)(F)F)C2C(=O)c2ccc(C)cc2)cc1 (stereo not given)
 : -0.2	1	3	4	7	11	-12	-1.3	-3.3
- CCN1CCN(C(=O)CCc2nnc(CCc3ccccc3OC)o2)[C@@H](C)C1=O
 : -2.1	-2	-2	1	5	-2	1	0.5	7.5

Rows were taken by chance, and some 4.8% of all compounds hit somewhere here.
